Compound activity from PubChem BioAssay.
FXIa inh = factor XIa (human) inhibition; inhibition, % at 5 µM; 220,000 compounds, 0.14% hits; purified FXIa, Boc-Glu-Ala-Arg-AMC fluorogenic substrate; P03951;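 active = inhibition of at least 40%; inactive = inhibition below 40%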;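 note: fluorescence of freed AMC excited at 355 nm; 0% = enzyme without compound and 100% = no enzyme blank; many of its hits are not listed in these tables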
thrombin 1536 = thrombin (human) inhibition; 220,000 compounds, 0.26% hits; inhibition, % at 5 µM; AID 1046; P00734; alpha-thrombin, Boc-VPR-AMC fluorogenic substrate cleavage;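 active = inhibition at or above 40%; inactive = inhibition below 40%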;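 note: 0% = enzyme with no compound and 100% = wells without enzyme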
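Material: human alpha-thrombin enzyme / Medium: pH 7.5 Tris (50 mM) with NaCl 150 mM, Tween 20 0.05% / Compound: single-point dosing at 5 µM, 0.2% DMSO / Incubation: enzyme reaction carried out at room temperature / Detection: AMC fluorescence, 355/460 nm / Read-out basis: percent inhibition scaled between no-compound controls and no-enzyme blanks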
Runt-CBFb FRET = blocks binding of human RUNX1 Runt domain to CBFb; AID 1496; Q01196+Q13951; 220,000 compounds, 0.46% hits; inhibition, % at 20 µM; Cerulean-Runt/Venus-CBFb FRET ratio 530/480, 1 h;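 active = inhibition over about 50% at 20 µM in the single-dose screen, limit read from the data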;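 note: 0% = DMSO wells and 100% = excess unlabeled CBFb competitor control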
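Reagent – Venus-CBFb binding partner, 100 nM · Assay system – Cerulean-tagged RUNX1 Runt domain (FRET donor) fusion protein · Input – 100 nM per protein · Incubation – two 1 h room-temperature incubations shielded from light · Measured by – FRET fluorescence · Medium – Tris buffer pH 7.5 with salts and BSA · Benchmarks – unlabeled CBFb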
Hck Nef HTS = blocks Nef-activated human Hck kinase; P08631; Recombinant Hck-YEEI plus Nef, Z-Lyte FRET kinase assay; inhibition, % at 20 µM; 220,000 compounds, 0.68% hits;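 active = Hck-Nef kinase inhibition above about 50%, limit read from the data; inactive = inhibition below that limit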;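 note: 0% = DMSO with Hck plus Nef and 100% = Hck alone without Nef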
Target sequence (P08631 whole entry, looked up): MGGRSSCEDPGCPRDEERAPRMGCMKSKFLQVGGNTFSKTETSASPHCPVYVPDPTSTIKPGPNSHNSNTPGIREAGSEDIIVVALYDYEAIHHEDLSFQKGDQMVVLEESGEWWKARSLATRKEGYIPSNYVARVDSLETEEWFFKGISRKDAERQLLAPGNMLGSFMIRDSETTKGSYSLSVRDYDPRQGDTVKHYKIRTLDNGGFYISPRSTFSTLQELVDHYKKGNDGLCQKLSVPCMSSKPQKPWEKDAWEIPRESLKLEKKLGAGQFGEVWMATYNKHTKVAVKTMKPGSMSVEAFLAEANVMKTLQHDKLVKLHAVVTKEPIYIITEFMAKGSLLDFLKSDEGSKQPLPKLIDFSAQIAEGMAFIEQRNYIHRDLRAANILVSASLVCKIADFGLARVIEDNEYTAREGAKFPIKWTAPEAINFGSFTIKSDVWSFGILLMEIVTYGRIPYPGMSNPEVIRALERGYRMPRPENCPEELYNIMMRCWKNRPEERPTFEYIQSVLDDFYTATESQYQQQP
KLK5 inh = inhibitors of human kallikrein 5 | Q9Y337 | AID 873 | recombinant hK5, fluorogenic AMC substrate cleavage | inhibition, % at 5 µM | 210,000 compounds, 0.59% hits;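 active = inhibition of 40% or more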;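 note: 0% = enzyme controls without compound and 100% = no-enzyme blanks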
Target sequence (Q9Y337 67-293 limits assumed): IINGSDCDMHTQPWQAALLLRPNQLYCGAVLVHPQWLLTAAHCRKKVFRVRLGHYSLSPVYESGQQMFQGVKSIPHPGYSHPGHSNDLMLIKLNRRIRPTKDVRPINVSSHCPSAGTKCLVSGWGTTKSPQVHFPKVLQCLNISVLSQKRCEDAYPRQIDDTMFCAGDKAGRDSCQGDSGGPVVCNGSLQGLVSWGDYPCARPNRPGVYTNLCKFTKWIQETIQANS
Runt-SMMHC FRET = Runt domain-CBFb-SMMHC interaction inhibition. 220,000 compounds, 0.74% hits. Cerulean-Runt/Venus-CBFb-SMMHC FRET ratio 530/480, 1 h. AID 1434. inhibition, % at 20 µM;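 active = mean inhibition across duplicate retests at 20 µM reaching about 50%, limit read from the data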;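 note: 0% = DMSO wells and 100% = wells with excess untagged CBFb-SMMHC; inhibitors lower the FRET ratio by blocking Runt binding to CBFb-SMMHC; some results filed as inactive read as strong as hits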
Wee1 degr inh = blocks degradation of human Wee1 kinase | HeLa Luc-Wee1K328M stability, luciferase luminescence; 100% = proteasome inhibitor MG132 effect | AID 1321 | 220,000 compounds, 1.2% hits | P30291 | reporter increase, % at 5 µM;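 active = activation above the mean of all tested compounds plus 3 SD, set per screening run, cut at about 8.8% in these data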;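 note: cells exposed to compound for 20 h before luminescence read; 0% = DMSO alone and 100% = MG132 at 30 µM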
FXIIa inh 1536 = inhibitors of human coagulation factor XIIa; inhibition, % at 5 µM; 220,000 compounds, 0.3% hits; P00748; purified FXIIa, Boc-QGR-AMC fluorogenic substrate, 2 h; in the data active = inhibition above about 40%;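 note: 0% = enzyme with no compound and 100% = blank without enzyme; many of its hits are not listed in these tables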
14-3-3 Bad inh = disrupts binding of bovine 14-3-3 zeta to phospho-Bad peptide; AID 781; P63103; TR-FRET 14-3-3zeta/Dy647-pBad peptide displacement, 1 h; 220,000 compounds, 0.71% hits; inhibition, % at 21.7 µM;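 active = inhibition above about 70%, limit read from the data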;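 note: 0% = full 14-3-3 plus peptide FRET controls and 100% = background without 14-3-3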
Target sequence (P63103 whole entry, looked up): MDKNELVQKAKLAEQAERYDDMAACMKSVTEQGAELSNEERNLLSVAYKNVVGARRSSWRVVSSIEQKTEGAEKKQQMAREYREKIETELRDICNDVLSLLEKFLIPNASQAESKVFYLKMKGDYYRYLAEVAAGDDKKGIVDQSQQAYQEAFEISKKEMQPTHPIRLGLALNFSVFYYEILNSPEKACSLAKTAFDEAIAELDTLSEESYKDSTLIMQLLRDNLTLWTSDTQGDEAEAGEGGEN
The depositor's hits bear a star; . = not tested or not shown; [ ] = another dose, or the depositor's remark. Rows are unselected; 4.2% or so of the library scored in one or more.

molecule | FXIa inh | thrombin 1536 | Runt-CBFb FRET | Hck Nef HTS | KLK5 inh | Runt-SMMHC FRET | Wee1 degr inh | FXIIa inh 1536 | 14-3-3 Bad inh
O=C(/C=N/NC(=O)c1ccccc1Br)c1ccccc1 | 1.1 | -1.1 | 3.7 | 13.9 | -0.7 | -0.5 | 5.0 | 10.1 | -7.8
O=C(COC(=O)c1ccccc1Sc1ccc(C(F)(F)F)cc1[N+](=O)[O-])NC(=O)NC1CCCC1 | -6.0 | -3.4 | -4.6 | 2.7 | -9.3 | -0.9 | -1.2 | 3.7 | -9.9
O=C1CCCC(O)=C1N=Nc1ccc(S(=O)(=O)N2CCOCC2)cc1 | 2.5 | -0.6 | 5.2 | 17.0 | 2.5 | -2.1 | 4.2 | 11.2 | -2.2
COc1ccc2[nH]c(O)c(N=O)c2c1 | 5.6 | 0.6 | -1.7 | 8.8 | -9.4 | 10.0 | -1.8 | 6.4 | 4.8[fluorescence artefact?]
CC(=O)Nc1ccc(S(=O)(=O)Nc2nc3ccc([N+](=O)[O-])cc3s2)cc1 | -1.5 | -13.0 | -1.4 | 20.1 | 4.9 | -13.5 | -1.1 | 7.6 | -0.3
CCOC(=O)c1c2n(c3c(NCc4ccccc4)ncnc13)CCCC2 | 0.9 | -0.2 | -2.0 | 1.3 | 13.8 | 4.1 | -1.4 | 5.7 | 7.1
COc1cc(/C=C/C(=O)OCC(=O)Nc2ccc(C)c(S(=O)(=O)N3CCCCC3)c2)ccc1O | -3.7 | -5.8 | 6.5 | 2.4 | -21.7 | 8.8 | -0.2 | 0.1 | -9.1
O=c1cc(N2CCCCC2)c(-c2ccccc2)nn1Cc1cccc(F)c1 | -3.0 | -5.0 | -3.2 | 16.6 | -0.9 | 0.6 | -3.2 | 5.5 | 7.0
CCC(Sc1ncccc1C(=O)O)C(=O)N1CCOCC1 (stereo not given) | -7.5 | -2.7 | -2.4 | 0.4 | -3.5 | 2.6 | -2.8 | 4.0 | -14.7[fluorescence artefact?]
COc1ccc(Cl)cc1S(=O)(=O)N1CCN(C(=O)COc2ccccc2)CC1 | 1.5 | -5.8 | -2.9 | -1.0 | -15.9 | -0.6 | -2.4 | -2.1 | -6.5[fluorescence artefact?]
O=C(O)Cc1ccccc1C(=O)O | -14.2 | 43.8* | 2.1 | -0.4 | -24.5 | -1.8 | -2.7 | -4.0 | -1.2
CC(C)Sc1oc(-c2ccco2)nc1S(=O)(=O)c1ccc(F)cc1 | 9.5 | -0.6 | -4.7 | 2.5 | 17.4 | 79.4 | 2.7 | 17.9 | -7.8
CCOC(=O)c1c(C)[nH]c(C)c1C(=O)COC(=O)c1ccc(Cl)c(S(=O)(=O)NCc2ccccc2)c1 | -0.2 | 0.9 | -0.2 | 5.8 | -2.0 | -5.6 | -2.1 | 9.2 | 1.6
CCCn1c(SCC(=O)Nc2ccccc2CC)nnc1C(C)C | -10.2 | -2.5 | -0.1 | 3.5 | -17.2 | -1.1 | -3.5 | 9.3 | -1.1[fluorescence artefact?]
CCCCCCn1nc(C(=O)Nc2nc3c(s2)CCCC3)c2ccccc2c1=O | 20.0 | 21.8 | -1.8 | 0.2 | 20.6 | -4.0 | -0.9 | 21.2 | 15.8[fluorescence artefact?]
CCN1CCN(c2c(/C=C3\SC(=S)N(Cc4ccco4)C3=O)c(C)c(C#N)c(=O)n2C)CC1 | 3.8 | 2.3 | 2.4 | 21.6 | 4.1 | -119.5 | -2.2 | 8.1 | 28.9
CCCCSc1nnc([C@H](CC(C)C)NC(=O)OC(C)(C)C)o1 | 1.2 | -3.3 | -3.6 | 0.6 | -4.6 | 3.3 | 0.3 | 12.3 | 2.7
CCOC(=O)C1CCCN(c2ccc(NC(=O)c3snc4c(=O)[nH]cnc34)cc2)C1 (stereo not given) | -0.7 | 1.0 | -6.1 | 3.3 | 13.9 | -8.2 | -1.3 | 8.1 | 11.8
COc1nnc(-c2ccc(C(=O)N3C[C@@H]4C[C@H](C3)c3cccc(=O)n3C4)cc2)c2ccccc12 | -0.4 | -2.9 | -1.6 | -3.0 | -24.1 | 0.1 | 1.7 | 1.0 | 11.8
CS(=O)(=O)N(CC(=O)NC1CC1)C1CCCCC1 | 1.7 | -7.2 | -0.8 | 1.8 | -7.2 | 1.2 | -1.6 | 3.0 | -4.1
COc1ccc(NC(=O)CCCn2c(=S)[nH]c3ccccc3c2=O)cc1 | 4.2 | -0.2 | -1.6 | -1.2 | 2.7 | 1.0 | -3.3 | 10.1 | 14.0
CCOc1c2ccc(C(=O)NCCCCc3ccccc3)cc2nn1CC | -5.7 | -5.4 | . | 1.2 | -34.2 | -2.3 | -2.8 | 4.5 | 15.2
COCCOC(=O)c1c(NC(=O)CN2CCc3ccccc32)sc(C(N)=O)c1C | 11.2 | 1.2 | -0.7 | 7.9 | 7.8 | 1.7 | -3.6 | 4.5 | -5.8
CN1CCN(CCc2cn3ncc(C#N)c3nc2-c2ccc(F)cc2)CC1 | -6.0 | -6.1 | 1.5 | 0.8 | . | 0.4 | -2.1 | 4.9 | 0.3
O=C(NNC(=O)NC1CCCCC1)NC1CCCCC1 | -5.7 | -0.6 | -2.7 | 0.8 | -22.4 | -0.4 | -1.3 | -7.5 | -2.3
COc1nc(N(C)C)nc(N(C#N)CCOC(C)=O)n1 | 5.3 | -6.0 | . | 21.2 | 3.0 | . | 0.2 | 13.6 | -0.5
Cc1ccc(N(CC(N)=O)C2SC(=O)NC2=O)cc1 (stereo not given) | -0.3 | -5.5 | 0.3 | -1.3 | -11.4 | 3.3 | 1.4 | 5.7 | 1.5
Cc1cccc(OCC(=O)N/N=C/c2cn[nH]c2-c2ccc(Cl)c(Cl)c2)c1 | -0.9 | 1.3 | -4.8 | 0.2 | -1.8 | 3.0 | -0.3 | 14.8 | 18.8
c1ccc(CSc2nnc3c4ccccc4c4ccccc4c3n2)cc1 | 2.1 | 1.2 | 2.7 | 21.5 | -0.5 | -0.5 | 2.0 | 10.6 | -1.2
c1coc(C2=Nc3cccc4cccc(c34)N2)c1 | -1.3 | -8.4 | 5.9 | 28.5 | 10.9 | -23.0 | 1.7 | 3.5 | -9.9
COc1cc(C2=Nc3c(c(C)nn3-c3ccccc3)P(=O)(N3CCOCC3)O2)cc(OC)c1OC (stereo not given) | -0.4 | -3.3 | 1.3 | 0.2 | 0.5 | -0.3 | -3.7 | 0.9 | 5.9
CCNc1ccc(C(=O)OC(C(=O)NC(N)=O)C(C)C)cc1[N+](=O)[O-] (stereo not given) | 32.5 | 8.2 | -3.1 | 11.1 | 54.0* | -0.1 | -0.2 | 36.2 | 2.2
Cc1nc(NC(=O)/C=C/c2ccccc2)sc1C(=O)NCCO | -1.0 | -1.0 | 1.6 | 17.4 | 2.8 | 0.0 | 0.5 | 11.9 | -11.9
CC(=O)NC(CCS(C)(=O)=O)C(=O)Nc1cccc(C)c1 (stereo not given) | 1.4 | -2.6 | 0.4 | 23.1 | -2.3 | -0.2 | 0.3 | 12.0 | -2.8
COc1cccc(NC(=O)Nc2ccc(Br)cn2)c1 | 2.6 | 1.3 | 0.2 | 10.3 | 1.1 | 1.2 | 1.2 | 8.0 | -3.0
CCn1c(SCC(=O)N2CCCCC2C)nnc1-c1ccc(S(=O)(=O)N2CCN(C)CC2)cc1 (stereo not given) | -5.9 | 3.3 | 0.7 | -9.1 | -4.6 | 1.5 | 3.0 | 7.9 | 2.6
CCCOc1cccc(C(=O)Nc2nnn(CCC)n2)c1 | 6.9 | 3.1 | -1.1 | 2.6 | 0.6 | -3.6 | -0.4 | 21.1 | -7.5
COc1ccc(OC)c(C2SCCN2S(C)(=O)=O)c1 (stereo not given) | -2.1 | 2.0 | -1.7 | 1.6 | -14.5 | -3.9 | -0.6 | 20.9 | -1.1[fluorescence artefact?]
Cc1ccc(N2C(=O)[C@@H]3Cc4ccccc4CN3C2=O)cc1 | 0.1 | 2.6 | -0.5 | 0.2 | -2.4 | 2.0 | 4.5 | 10.5 | 8.5
COc1ccc(-c2nc(N)n(C(C)=O)n2)cc1 | 17.4 | 20.9 | 0.6 | -12.4 | -12.8 | -1.7 | -0.5 | 20.2 | -4.7
CC12CN3CC(C)(CN(C1)C3c1ccc(F)cc1)C2 (stereo not given) | -0.5 | -24.4 | 5.9 | 0.6 | 5.8 | -0.3 | -2.5 | -3.2 | 5.5
CCOC(=O)C1=NNC2(c3ccc(C)cc3)C(=O)N(c3ccccc3)C(=O)C12 (stereo not given) | 4.9 | 0.2 | -0.8 | -5.6 | 2.0 | 2.5 | 1.1 | 10.1 | -16.2
COc1ccc(-n2c(CN3CCC(C)CC3)nc3ccc([N+](=O)[O-])cc3c2=O)c(OC)c1 | 0.9 | -0.8 | -0.7 | -5.2 | 2.4 | 0.0 | 2.6 | 11.4 | -5.2
CCOC(=O)C(NCCCO)c1ccccc1 (stereo not given) | 2.7 | 1.3 | 0.0 | 2.2 | -25.7 | 3.0 | -2.9 | 20.4 | 23.9
COc1ccc(CO/N=C/c2c(C)[nH]c(=O)[nH]c2=O)cc1 | 0.2 | 2.2 | -2.6 | 0.1 | -1.4 | -0.6 | 5.5 | 15.8 | 1.9
COc1cccc(CN(Cc2ccco2)C(c2ccc(F)cc2)c2nnnn2C(C)(C)C)c1 (stereo not given) | 6.4 | 3.0 | -2.1 | 1.4 | 1.6 | 93.2 | -1.4 | 16.7 | 15.6
O=c1c2ccccc2nc2n1C(CSCc1cccc(C(F)(F)F)c1)CS2 (stereo not given) | -6.9 | -3.5 | -8.0 | -0.6 | 1.1 | -3.1 | 3.6 | 3.8 | -12.9
CC(C)CCN(C(=S)Nc1cccc(F)c1)C(C)c1cccs1 (stereo not given) | -2.5 | 5.7 | 1.1 | 23.8 | -3.2 | -1.2 | 4.1 | 3.9 | -3.2
Cc1ccc(-c2nnc(-c3ccccc3)c(N3CCOCC3)n2)cc1 | -8.9 | -8.1 | -1.4 | -0.3 | -9.2 | 0.6 | 0.1 | -7.9 | 2.7
COC1CCN(C(=O)c2ccc(OC3CCN(CCc4ccccc4)CC3)cc2)CC1 | -3.8 | -12.2 | . | 23.2 | 0.1 | . | 0.5 | 7.1 | -14.1
CC(=O)c1ccc(OCc2ccc(C(=O)c3ccccc3)cc2)cc1 | -5.5 | 4.1 | -1.2 | -9.4 | -20.4 | -7.7 | 0.3 | -8.1 | 3.4
CCOC(=O)C1CCCN(Cc2c(F)cccc2Cl)C1 (stereo not given) | 1.5 | 1.1 | -1.8 | 15.9 | -4.5 | -3.7 | 0.1 | 14.0 | 29.8
COc1ccc(NC(=O)N[C@@H](Cc2ccccc2)C(=O)NN)cc1 | 1.0 | -2.3 | -2.9 | 11.6 | 2.2 | 2.0 | -3.2 | 8.1 | -5.5
